hIAP activ: human IAP activation | P09923 | purified human IAP, CDP-Star luminescence, 30 min; hits give high values; 1 = vehicle-only enzyme, 0 = enzyme-free background | activation factor at 10 µM | 330,000 tested, 0.16% active | AID 2524;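 active = activation factor of the enzyme at least 2-fold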; note: the source names both 10 and 20 µM as test concentration; values of inactives mirror those of a sister screen read the other way
Target sequence (P09923 whole entry, looked up): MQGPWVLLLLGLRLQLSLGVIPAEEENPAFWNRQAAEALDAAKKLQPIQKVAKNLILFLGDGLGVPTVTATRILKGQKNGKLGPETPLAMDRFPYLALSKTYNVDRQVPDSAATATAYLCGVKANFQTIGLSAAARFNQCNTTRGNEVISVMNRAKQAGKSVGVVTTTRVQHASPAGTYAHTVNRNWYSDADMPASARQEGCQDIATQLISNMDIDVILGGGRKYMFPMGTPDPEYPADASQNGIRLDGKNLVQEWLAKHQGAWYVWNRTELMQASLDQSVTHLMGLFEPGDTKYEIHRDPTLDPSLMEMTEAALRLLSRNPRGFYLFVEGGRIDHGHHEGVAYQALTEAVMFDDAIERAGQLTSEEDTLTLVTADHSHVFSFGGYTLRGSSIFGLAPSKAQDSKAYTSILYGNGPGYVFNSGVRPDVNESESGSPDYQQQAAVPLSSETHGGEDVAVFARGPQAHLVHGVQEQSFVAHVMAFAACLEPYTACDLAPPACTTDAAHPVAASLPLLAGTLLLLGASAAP
SENP6 inh: blocks the human protease SENP6. 330,000 tested, 1.8% active. inhibition, % at 10 µM. Recombinant SENP6 catalytic domain, aminoluciferin luminescence. Q9GZR1;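 active = inhibition above about 50% at the single tested dose, limit read from the data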;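 note: plate controls were DMSO wells with enzyme for no effect and DMSO wells lacking enzyme for full effect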
SENP1 FRET inh: SENP1 (human) catalytic domain inhibition; inhibition, % at 10 µM; recombinant SENP1 catalytic domain, CyPet-SUMO1-YPet FRET cleavage; 360,000 tested, 0.21% active; AID 624204; Q9P0U3;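 active = inhibition at least 30% at 10 µM, raw YFP signal under a set limit, fluorescence ratio 0.5 to 1.5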;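 note: 0% = enzyme with DMSO and 100% = no enzyme wells; some results filed as inactive read as strong as hits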
Target sequence (Q9P0U3 419-644 limits assumed): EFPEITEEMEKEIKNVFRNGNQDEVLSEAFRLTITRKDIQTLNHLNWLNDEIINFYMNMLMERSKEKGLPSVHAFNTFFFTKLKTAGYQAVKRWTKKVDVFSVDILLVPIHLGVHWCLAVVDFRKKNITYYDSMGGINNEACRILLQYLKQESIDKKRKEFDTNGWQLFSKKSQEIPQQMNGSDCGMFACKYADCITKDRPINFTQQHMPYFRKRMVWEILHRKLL
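Material – human SENP1 catalytic domain · Input – SENP1 enzyme, 20 pM final · Compound dosing – single concentration of 10 µM compound, 0.5% DMSO final · Timing – enzyme reaction for 50 min at room temperature, dark · Measured by – FRET fluorescence in CFP and YFP emission channels · Control set – no-enzyme wells low, DMSO-plus-enzyme wells high control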
PfGluPho inh: PfG6PD (Plasmodium falciparum) enzyme inhibition | PfGluPho enzyme, NADPH resazurin-diaphorase fluorescence | inhibition, % at 20 µM | 350,000 tested, 0.78% active;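 active = inhibition reaching at least a set limit at 20 µM in the primary screen, cut at about 59% in these data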;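 note: 0% = DMSO wells with substrate and 100% = DMSO wells lacking glucose-6-phosphate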
MPTP block: blocks calcium-induced mitochondrial swelling; isolated mouse mitochondria, Ca2+ swelling absorbance, 30 min; inhibition, % at 10 µM; 360,000 tested, 1.4% active; AID 602449;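 active = inhibition of 50% or more, scaled per plate between neutral and stimulator controls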;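 note: 0% = DMSO wells given calcium and 100% = 1 mM EGTA wells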
SENP8 block: inhibitors of human SENP8 protease. 360,000 tested, 0.64% active. recombinant SENP8, Nedd8 substrate fluorescence. inhibition, % at 20 µM. Q96LD8; in the data active = inhibition mostly above about 40%, no sharp cut-off; inactive = mostly below about 27%
Target sequence (Q96LD8 whole entry, looked up): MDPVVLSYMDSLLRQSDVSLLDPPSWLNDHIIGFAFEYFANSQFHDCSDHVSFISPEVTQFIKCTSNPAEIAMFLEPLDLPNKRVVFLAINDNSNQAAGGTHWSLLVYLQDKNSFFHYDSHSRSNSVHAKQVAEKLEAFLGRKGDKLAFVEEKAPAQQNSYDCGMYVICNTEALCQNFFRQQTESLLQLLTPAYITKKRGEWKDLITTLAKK
NR3A LBD binder: NR3A (human) ligand-binding domain modulation; NR3A LBD differential scanning fluorimetry, Tm shift; 0% = protein alone, 100% = glycine-bound protein; Tm shift relative to glycine control, % at 25 µM; 340,000 tested, 2.5% active;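 active = melting temperature shift of at least 10% of the positive control shift, at one fixed dose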
ATG4B inhibitor: blocks human ATG4B protease cleavage of LC3 substrate; AID 504462; inhibition, % at 8.33 µM; ATG4B cleavage of LC3-PLA2, NBD-HPC fluorescence, 1 h; 340,000 tested, 0.51% active; in the data active = inhibition above about 40%
Numbers without * were called inactive. Rows were taken by chance (roughly 6.7% active in at least one column).

Screening O=C(/C=C/c1ccc(O)cc1)c1ccc(NC2=C(N3CCCCC3)C(=O)c3ccccc3C2=O)cc1 returned hIAP activ 0.65, SENP6 inh 76*, SENP1 FRET inh -28, PfGluPho inh 71*, MPTP block 7.5, SENP8 block 25, NR3A LBD binder -1 and ATG4B inhibitor 6.
Screening COc1cc(C(C#N)N2CCCCC2)ccc1O (stereo not drawn) returned hIAP activ 1.4, SENP6 inh -10, SENP1 FRET inh 3, PfGluPho inh 11, MPTP block -0.2, SENP8 block 16, NR3A LBD binder -3 and ATG4B inhibitor 7.
`Cc1noc(C)c1S(=O)(=O)N1CCC(C(=O)Nc2ccc(Br)cc2)CC1` gave hIAP activ 1.2, SENP6 inh 12, SENP1 FRET inh 0, PfGluPho inh -3, MPTP block -0.4, SENP8 block 2, NR3A LBD binder -1 and ATG4B inhibitor -2.
For COc1cc(-c2nnc(COC(=O)CSCC(=O)Nc3cc(C)on3)o2)cc(OC)c1OC the results were hIAP activ 1.1, SENP6 inh 3, SENP1 FRET inh 1, PfGluPho inh 0, MPTP block -1.8, SENP8 block -9, NR3A LBD binder -1 and ATG4B inhibitor -5.
`CN(C1=C(NC(=O)c2ccccc2)C(=O)c2ccccc2C1=O)C1CCS(=O)(=O)C1` (stereo not drawn) gave hIAP activ 1.3, SENP6 inh 95*, SENP1 FRET inh 12, MPTP block 1.8 and SENP8 block 64*.
Screening O=c1cc(O)c2ccccc2[nH]1 returned hIAP activ 1.2, SENP6 inh -7, SENP1 FRET inh 2, PfGluPho inh -3, MPTP block -1.6, SENP8 block -17, NR3A LBD binder -1 and ATG4B inhibitor -1.
For O=c1[nH][nH]c(-c2ccccc2O)c1C(C[N+](=O)[O-])c1cccc(Cl)c1 (stereo not drawn) the results were hIAP activ 0.95, SENP6 inh 7, SENP1 FRET inh 2, PfGluPho inh 1, MPTP block 1.4, SENP8 block 7, NR3A LBD binder 0 and ATG4B inhibitor -8.
Screening CCc1ccc(OC(C)C(=O)Nc2ccc(S(=O)(=O)Nc3nccs3)cc2)cc1 (stereo not drawn) returned hIAP activ 0.87, SENP6 inh 10, SENP1 FRET inh 0, PfGluPho inh -20, MPTP block -1.5, SENP8 block 10, NR3A LBD binder -4 and ATG4B inhibitor -1.
Cc1cccc(NC(=O)C2CC(=O)n3cnnc3S2)c1 (stereo not drawn) was read as hIAP activ 2.1*, SENP6 inh -2, SENP1 FRET inh 3, PfGluPho inh 2, MPTP block -2.4, SENP8 block 10, NR3A LBD binder 2 and ATG4B inhibitor -15.
For NS(=O)(=O)c1ccc(CCNC(=O)COC(=O)c2nc(Cl)ccc2Cl)cc1 the results were hIAP activ 0.86, SENP6 inh 6, SENP1 FRET inh -2, PfGluPho inh -11, MPTP block 1.5, SENP8 block -9, NR3A LBD binder 0 and ATG4B inhibitor 5.
Screening CCOC(=O)C1=NNC2C(=O)N(C3CCCCC3)C(=O)C12 (stereo not drawn) returned hIAP activ 0.97, SENP6 inh -3, SENP1 FRET inh 1, PfGluPho inh 1, MPTP block -0.3, SENP8 block 20, NR3A LBD binder -14 and ATG4B inhibitor -5.
`CCN1C[C@@H]2[C@@H]3C(=O)N(Cc4ccccc4)C(=O)[C@@H]3[C@](C)(C1=O)N2C(=O)c1ccc(C(C)(C)C)cc1` gave SENP1 FRET inh 1, PfGluPho inh 2, MPTP block -1.3, SENP8 block 5, NR3A LBD binder 0 and ATG4B inhibitor -18.
Screening C[C@@H]1CNC(=O)c2c(C(=O)NCc3ccc(CNC(=O)OC(C)(C)C)cc3)ncn21 returned SENP1 FRET inh 1, PfGluPho inh 7, MPTP block -1.6 and SENP8 block 10.
`Cc1cc(CN(C)C(=O)CC2C(=O)NCCN2Cc2c(F)cccc2Cl)on1` (stereo not drawn) gave hIAP activ 0.87, SENP6 inh -8, SENP1 FRET inh -5, PfGluPho inh 6, MPTP block 0.2, SENP8 block -32, NR3A LBD binder -2 and ATG4B inhibitor -5.
`Cc1cc2cc(C=O)c(Cl)nc2cc1C` gave hIAP activ 1.1, SENP6 inh -8, SENP1 FRET inh 0, PfGluPho inh -10, MPTP block 4.6, SENP8 block 7, NR3A LBD binder 1 and ATG4B inhibitor 0.
Screening Fc1cccc(Cc2noc(CN3CCN(C4CCc5ccccc5C4)CC3)n2)c1 (stereo not drawn) returned hIAP activ 0.99, SENP6 inh 8, SENP1 FRET inh 1, PfGluPho inh -12, MPTP block -2.2, SENP8 block 14, NR3A LBD binder -3 and ATG4B inhibitor 11.
CC1CCCN(C(=O)Cc2ccc(F)cc2)C1 (stereo not drawn) was read as hIAP activ 0.93, SENP6 inh -24, SENP1 FRET inh 2, PfGluPho inh 1, MPTP block 0.5, SENP8 block 11, NR3A LBD binder -2 and ATG4B inhibitor -7.
Screening COc1ccc(NC(=O)/C(C#N)=C\c2ccc(Br)o2)cc1 returned hIAP activ 0.99, SENP6 inh 5, SENP1 FRET inh -1, PfGluPho inh -31, MPTP block 2.3, SENP8 block 32, NR3A LBD binder -1 and ATG4B inhibitor 6.
`O=C(c1cccs1)N1CCCC(c2nc3c(nnn3Cc3ccccc3Cl)c(=O)[nH]2)C1` (stereo not drawn) gave hIAP activ 0.73, SENP6 inh 9, SENP1 FRET inh 2, PfGluPho inh -20, MPTP block -2.5, SENP8 block 12, NR3A LBD binder -1 and ATG4B inhibitor -1.
`Clc1ccc(-c2cn(-c3ccccc3)c3[n+]2CCS3)cc1` gave hIAP activ 1.1, SENP6 inh 3, SENP1 FRET inh 0, PfGluPho inh -1, MPTP block -0.7, SENP8 block 12, NR3A LBD binder -3 and ATG4B inhibitor 3.

Molecules above that have a cyano group:
Screening COc1cc(C(C#N)N2CCCCC2)ccc1O (stereo not drawn) returned hIAP activ 1.4, SENP6 inh -10, SENP1 FRET inh 3, PfGluPho inh 11, MPTP block -0.2, SENP8 block 16, NR3A LBD binder -3 and ATG4B inhibitor 7.
Screening COc1ccc(NC(=O)/C(C#N)=C\c2ccc(Br)o2)cc1 returned hIAP activ 0.99, SENP6 inh 5, SENP1 FRET inh -1, PfGluPho inh -31, MPTP block 2.3, SENP8 block 32, NR3A LBD binder -1 and ATG4B inhibitor 6.

(cont.)
Screening COCCN(CC(=O)NCc1ccccc1)C(=O)CCC(=O)Nc1nccs1 returned hIAP activ 1.1, SENP6 inh -8, SENP1 FRET inh 1, PfGluPho inh 5, MPTP block -1.1, SENP8 block 20, NR3A LBD binder 3 and ATG4B inhibitor -14.
For CC(C)NC(=O)c1ccccc1NC(=O)Cc1ccc(Cl)cc1 the results were hIAP activ 1, SENP6 inh -11, SENP1 FRET inh 0, PfGluPho inh 4, MPTP block -0.2, SENP8 block -12, NR3A LBD binder -3 and ATG4B inhibitor -6.
O=C(c1cc(S(=O)(=O)N2CCOCC2)ccc1Cl)N1CCCCC1CO (stereo not drawn) was read as hIAP activ 1.1, SENP6 inh -11, SENP1 FRET inh 2, PfGluPho inh 6, MPTP block -1.1, SENP8 block 7, NR3A LBD binder -1 and ATG4B inhibitor -2.
For O=C(NNS(=O)(=O)c1ccccc1)c1cnn(-c2ccc(Cl)cc2)c1C(F)(F)F the results were hIAP activ 1, SENP6 inh -11, SENP1 FRET inh 0, PfGluPho inh -10, MPTP block 10, SENP8 block 10, NR3A LBD binder 0 and ATG4B inhibitor -12.
For CCNC(=O)CC1SC(=Nc2cccc3ccccc23)N(C)C1=O (stereo not drawn) the results were hIAP activ 1.3, SENP6 inh -15, SENP1 FRET inh 0, PfGluPho inh 8, MPTP block 2.2, SENP8 block -50, NR3A LBD binder 1 and ATG4B inhibitor -2.
`CC(C)(C)C(=O)Nc1nnc(-c2ccncc2)o1` gave hIAP activ 1.1, SENP6 inh -9, SENP1 FRET inh -1, PfGluPho inh 4, MPTP block -0.3, SENP8 block -80, NR3A LBD binder 1 and ATG4B inhibitor -8.
`CCOc1ccc(-c2c(=O)n(OCc3ccc([N+](=O)[O-])cc3)c3ccccc3[n+]2[O-])c(OCC)c1` gave hIAP activ 1, SENP6 inh -7, SENP1 FRET inh -14, PfGluPho inh 0, MPTP block 2.7, SENP8 block -7, NR3A LBD binder -1 and ATG4B inhibitor -4.
Cc1c(C(=O)NC(=S)Nc2ccccc2N2CCCC2)cccc1[N+](=O)[O-] was read as hIAP activ 0.91, SENP6 inh 28, SENP1 FRET inh -2, PfGluPho inh 17, MPTP block 2.6, SENP8 block 8, NR3A LBD binder -6 and ATG4B inhibitor 6.
`CC1CC1C(=O)OCC(=O)Nc1ncc(Cl)cc1Cl` (stereo not drawn) gave hIAP activ 0.94, SENP6 inh 6, SENP1 FRET inh -6, PfGluPho inh 1, MPTP block -1.2, SENP8 block 1, NR3A LBD binder -3 and ATG4B inhibitor -1.
`Cc1ccn(C(C)CC(=O)N2CCc3ccccc32)n1` (stereo not drawn) gave hIAP activ 1.3, SENP6 inh 3, SENP1 FRET inh -1, PfGluPho inh 11, MPTP block 1.3, SENP8 block -1, NR3A LBD binder 0 and ATG4B inhibitor -2.
`CC1Oc2ccccc2N(Cc2cccnc2)C1=O` (stereo not drawn) gave hIAP activ 0.91, SENP6 inh -5, SENP1 FRET inh 1, PfGluPho inh -1, MPTP block -0.6, SENP8 block 22, NR3A LBD binder 1 and ATG4B inhibitor -1.
For Cc1cc(C(=O)CN2C(=O)C3CC=CCC3C2=O)c(C)n1-c1ccccc1 (stereo not drawn) the results were hIAP activ 1, SENP6 inh 9, SENP1 FRET inh -1, PfGluPho inh 21, MPTP block 3.8, SENP8 block 25, NR3A LBD binder 4 and ATG4B inhibitor 9.
`CC1CCCC(NC(=O)COC(=O)c2ccc([N+](=O)[O-])s2)C1C` (stereo not drawn) gave hIAP activ 0.85, SENP6 inh 65*, SENP1 FRET inh 1, PfGluPho inh 27, MPTP block -3.2, SENP8 block 34, NR3A LBD binder -1 and ATG4B inhibitor -8.
`COC(=O)c1sccc1-c1ccc(/C=N/OC(=O)c2cccs2)o1` gave hIAP activ 1, SENP6 inh 5, SENP1 FRET inh -1, PfGluPho inh 11, MPTP block 1.5, SENP8 block -447, NR3A LBD binder -5 and ATG4B inhibitor 2.
For Cc1cccc(NS(=O)(=O)c2cc3c(cc2C)n(C)c(=O)c(=O)n3C)c1 the results were hIAP activ 1.1, SENP6 inh -11, SENP1 FRET inh -1, PfGluPho inh 17, MPTP block -1.6, SENP8 block -38, NR3A LBD binder 3 and ATG4B inhibitor -2.
For NS(=O)(=O)c1cccc(NC(=O)COC(=O)CNC(=O)c2ccc(-c3ccccc3)cc2)c1 the results were hIAP activ 1.1, SENP6 inh -5, SENP1 FRET inh 1, PfGluPho inh 6, MPTP block -0.1, SENP8 block 8, NR3A LBD binder -1 and ATG4B inhibitor -26.
O=C(CCn1c(=O)[nH]c2ccsc2c1=O)N1CCc2ccccc2C1 was read as hIAP activ 0.97, SENP6 inh -29, SENP1 FRET inh 1, PfGluPho inh 3, MPTP block -1.6, SENP8 block 14, NR3A LBD binder 4 and ATG4B inhibitor 4.
`c1ccc2c3c([nH]c2c1)-c1[nH]ncc1CC3` gave hIAP activ 1.1, SENP6 inh -4, SENP1 FRET inh -33, PfGluPho inh 51, MPTP block 16, SENP8 block -80, NR3A LBD binder 30* and ATG4B inhibitor -17.
For O=C(CN1C(=O)c2ccccc2C1=O)NC1CCS(=O)(=O)C1 (stereo not drawn) the results were SENP1 FRET inh 1, PfGluPho inh -2, MPTP block -1.3 and SENP8 block 19.
`CNC(=O)CCCN1C(=O)c2ccccc2Sc2ncccc21` gave hIAP activ 1, SENP6 inh 7, SENP1 FRET inh -1, PfGluPho inh -8, MPTP block -0.3, SENP8 block 13, NR3A LBD binder 2 and ATG4B inhibitor -3.
